Bioassay records deposited in PubChem by National Center for Advancing Translational Sciences (NCATS).
A350 fluor = compounds fluorescent in Alexa 350 spectral region. Compound autofluorescence, 340/450 nm, Alexa 350 dye-equivalents; active compounds read high. max dye-equivalent concentration, M. actives 11% (n = 59,000). AID 590; in the data active = max dye-equivalent concentration above about 10 nM; inconclusive = mostly about 1.1 nM to 9.6 nM
15-hLO inh = inhibitors of human 15-lipoxygenase (ALOX15); purified 15hLO-1, xylenol orange hydroperoxide absorbance; Potency, µM (doses to about 57.1 µM), for inactives: top-dose activity change, negative = inhibition, hits mostly inhibitors; actives 1.4% (n = 74,000); note: potency is the fitted concentration of half-maximal effect; % is set by controls: 0 for no effect and ±100 for the full control effect; nearly all actives have a fitted effect of over 55% in size
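Compounds were preincubated 15 min at room temperature with 40 nM purified human enzyme (25 mM Hepes pH 7.5, 0.01% Triton X-100); 50 uM arachidonic acid reacted 6 min. Fe-xylenol orange detection, 30 min, absorbance ratio 573/405 nm.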
HBB splice mod = alters splicing of the hemoglobin beta chain. Potency, µM (highest dose often 46.1 µM), for the others: at the top dose activation, usual class: activators. HBB splicing reporter cell assay, activation; EGFP reporter with mutant IVS2-654 intron; response scale: normalised to 500 nM splice-correcting PNA. actives 0.06% (n = 65,000). AID 925; note: potency is the fitted concentration of half-maximal effect; 0% is about no effect
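HeLa cells stably expressing EGFP interrupted by mutant beta-globin intron 2 (IVS2-654), 500/well in 2% FCS. Treated with compound for 2 days at 37C. Splicing correction scored as total well GFP intensity (488 nm excitation, 500-520 nm emission); 500 nM antisense PNA served as control.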
BRCT PPI green = BRCA1 BRCT-phosphoprotein interaction inhibition; P38398; BRCA1 BRCT-phosphopeptide binding, green fluorescence polarization; actives 0.05% (n = 75,000); AID 875; Potency, µM (highest dose often 76.9 µM), without a hit: at the top dose activity change, negative = inhibition, hits mostly inhibitors;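 note: potency is the fitted concentration of half-maximal effect; plate controls were peptide without protein for full effect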
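Fluorescence polarization: His-tagged BRCT (~35 kDa BRCA1 C-terminus, 250 nM) bound to 100 nM fluorescein-labeled phosphorylated 10-aa BACH1 peptide, pH 7.3 phosphate buffer with DTT and Tween 20. Compounds incubated 12 min at room temperature; inhibition read as lowered polarization.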
UbGFP stabilizer = ubiquitin-GFP accumulation via proteasome inhibition. Ubiquitin-GFP reporter cells, proteasome inhibition, GFP fluorescence; response scale: untreated = 0%, 10 µM MG-132 = 100%. Potency, µM (doses to about 45.9 µM), for the others: at the highest dose activation (GFP accumulation), usual class: activators. 67,000 tested, under 10 active. AID 526; active = well fitted activation curve with a large enough effect, not every such curve was filed as active; inconclusive = small, poorly fitted or top-dose-only effect, or another doubt; inactive = no such curve, though single readings can be large or run the other way; note: potency is the fitted concentration of half-maximal effect
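U2OS cells expressing ubiquitin(G76V)-GFP, seeded overnight in 0.5% FBS medium, then treated 4 hr at 37 C across 46 uM to 2.9 nM. GFP-positive cells counted by laser cytometry (488 ex/515 em); %activity scaled between basal and 10 uM MG-132.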
CRE-bla Fsk = alters forskolin-stimulated CRE reporter signaling in CHO cells. Potency, µM (top dose mostly 38.2 µM), inactives show at the top dose activity change, negative = inhibition, usual class: activators. CHO CRE-bla reporter (cAMP response element driving beta-lactamase), forskolin EC10, beta-lactamase ratio. AID 662. actives 2.5% (n = 71,000); active = well fitted activation curve with a large enough effect in the signal ratio, with a control signal flat, not every such curve was filed as active; inconclusive = small, poorly fitted or top-dose-only effect, or effect the other way, or a change in a side signal; the % refers to the signal ratio; note: potency is the fitted concentration of half-maximal effect; % of control where 0% means no effect
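Titrated compounds plus EC10 NKH 477 on CHO CRE-bla cells, 3 h, 37 °C. CCF4, 2 h RT. Ratio 460/530 nm → AC50.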
BRCT PPI red = BRCT-phosphoprotein interaction inhibition (red fluorophore) | P38398 | BRCT-phosphopeptide binding, red fluorescence polarization | Potency, µM (doses to about 76.9 µM), for the others: at the highest dose activity change, negative = inhibition, usual class: inhibitors | actives 0.03% (n = 75,000) | AID 892; note: % is set by controls: 0 for no effect and ±100 for the full control effect
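Rhodamine-labelled pBACH1 10-mer (100 nM) bound to BRCT domain (100 nM) at pH 7.3; compounds incubated 12 min room temperature, polarization read. Free peptide defines full inhibition; unlabelled decapeptide titrated as control.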
4MU fluor = compounds fluorescent in 4-MU spectral region | compound autofluorescence, 340/450 nm, 4-MU equivalents; active compounds read high | max dye-equivalent concentration, M | actives 11% (n = 59,000) | AID 589; in the data active = max dye-equivalent concentration above about 10 nM; inconclusive = mostly about 1.1 nM to 9.6 nM
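Compounds in 100 mM Tris, pH 8.0, sat 15 min at room temperature before fluorescence was read at 340 nm excitation/450 nm emission; a per-plate six-point 4-MU standard curve converted signals to dye-equivalent concentration at each compound concentration.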
GFP derepression = derepresses silenced GFP locus in mouse C127i cells; mouse C127i GFP locus derepression, cytometry, 30 h; Potency, µM (series often up to 46.1 µM), inactives show at the highest dose GFP derepression (activation); actives 0.09% (n = 68,000); note: % of control where 0% means no effect
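Read-out is the number of GFP-positive cells, scored as fluorescent objects 20 to 120 um wide, reflecting derepression of a silenced CMV-GFP reporter in murine C127i cells after 30 h compound exposure at 37 C.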
DNA Pol III inh = blocks replication by bacterial DNA polymerase III holoenzyme. reconstituted DNA polymerase III holoenzyme replication, biochemical. Potency, µM (series often up to 57.1 µM), for inactives: at the highest dose activity change, negative = inhibition. actives 0.25% (n = 71,000); note: potency is the fitted concentration of half-maximal effect; % is set by controls: 0 for no effect and ±100 for the full control effect
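Reconstituted *E. coli* holoenzyme (0.35 nM Pol III, 1 nM beta, 154 nM SSB, 2 nM primase) was preincubated with compound for 15 min at RT. Synthesis on 1.4 nM ssM13Gori ran 35 min, then was stopped with PicoGreen/EDTA and read as dsDNA fluorescence.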
Hsp90 Hop PPI = changes Hsp90-Hop TPR2A binding signal, up or down; AlphaScreen TPR2A-His6 binding biotin-Hsp90 C-terminal peptide; Potency, µM (titrated, usually from 57 µM), for the others: at the highest dose activity change, negative = inhibition; AID 595; actives 0.44% (n = 71,000); active = well fitted curve in either direction with a large enough effect; inconclusive = small, poorly fitted or top-dose-only effect, or another doubt; note: potency is the fitted concentration of half-maximal effect; % is set by controls: 0 for no effect and ±100 for the full control effect; many of its hits are not listed in these tables
Starred values were filed as active, the others as inactive; i = inactive; ? = inconclusive; . = not tested or not shown; [ ] = remark or other dose. Unless noted, calls come from the whole dose curve; as a rule, active = well fitted curve in the direction sought with a large enough effect; inconclusive = small, poorly fitted or top-dose-only effect, or another doubt; inactive = no such curve, though single readings can be large; an effect the other way counts as inactive or inconclusive.

SMILES | A350 fluor | 15-hLO inh | HBB splice mod | BRCT PPI green | UbGFP stabilizer | CRE-bla Fsk | BRCT PPI red | 4MU fluor | GFP derepression | DNA Pol III inh | Hsp90 Hop PPI
COc1ccc(/C=N/n2cc(-c3ccccc3)nc2N)cc1 | . | -5% | -0.2%[9.22 µM] | -2.4% | 23% | 2% | -2.4% | . | 9% | -2% | -8%
O=C(Nc1ccc(S(=O)(=O)NCCc2ccccc2)cc1)c1ccco1 | i | -28% | 4.2% | 6.1% | 3% | -3% | -1.2% | i | 3% | -8% | -1%
COc1ccccc1CNc1ccnc(-c2cccc(NS(C)(=O)=O)c2)n1 | i | -23% | -1.1% | -0.6% | -2% | ? | -0.3% | i | -1%[9.22 µM] | -1% | -8%
Cc1cccc(NC2=NC(C)(C)N=C(N)N2)c1C | i | 8% | . | -3.2% | 2% | 0% | -0.7% | i | 1% | -6% | -9%
CCOC(=O)c1c(-n2cnnn2)sc(C)c1C | i | -19% | . | -3.4% | 14% | 13% | -0.2% | i | -1% | -3% | 2%
CN(C)c1nc2ccc(OCCN3CCCCC3)cc2s1 | . | -2% | -0.3%[9.22 µM] | -1.8% | -8% | 3% | -0.1% | . | -2% | -3% | 1%
COC(=O)C1=C(N)Oc2cc(C)oc(=O)c2C1c1cccnc1 (configuration not stated) | i | 4% | 2.1%[57.5 µM] | -0.9% | -3% | 3% | 0.0% | i | -2% | -2% | 1%
C=CCn1c(NC(=O)c2ccc(Br)o2)c(C(=O)OCC)sc1=S | i | ? | -0.1%[57.5 µM] | -1.9% | -1% | 1% | 1.0% | i | 10% | -4% | 0%
CC(C)CN(C(=O)CSc1nnc2c(Cl)cc(C(F)(F)F)cn12)C1CCS(=O)(=O)C1 (configuration not stated) | i | 0% | -0.3%[57.5 µM] | -4.0% | 2% | 2% | -2.1% | i | 3% | -1% | -1%
CCOC(=O)c1ccoc1CSCC(=O)N1CCN(S(=O)(=O)c2ccc(C)cc2)CC1 | i | -12% | -0.6% | 0.1% | 3% | 0% | 1.8% | i | -1% | -2% | -2%
CC(NC(=O)C1CCN(S(=O)(=O)N2CCCCCC2)CC1)c1ccccc1 (configuration not stated) | i | -5% | 5.3%[57.5 µM] | -1.4% | 4% | 0% | 2.0% | i | 0% | -3% | 1%
O=c1cc(-c2cccc3ccccc23)[nH][nH]1 | i | 10% | 0.4% | 0.8% | 5% | ? | 1.2% | i | 0% | 0% | -6%
O=C(O)c1cccc(OCc2ccccc2Cl)c1 | 1.9e-08M* | 2% | 1.7%[1.84 µM] | 1.3% | 5% | -25% | -0.4% | 1.7e-08M* | -2% | -2% | -1%
COCCNC(=O)CN(c1ccc(C)cc1)S(=O)(=O)c1ccccc1 | i | 5% | . | -0.2% | -8% | -4% | 0.1% | i | -1% | -3% | 0%
COc1cccc(CNc2ccc3nc(-c4ccc(N)cc4)c(OC)n3n2)c1 | . | -8%[25.6 µM] | . | 0.8% | 1% | -13% | 1.0% | . | -1% | -1% | -9%
COCCCN1C(=O)C(=O)/C(=C(/O)c2ccccc2)C1c1ccc2c(c1)OCO2 (configuration not stated) | i | 47%[activator] | -0.5%[57.5 µM] | -3.3% | -5% | -1% | 1.4% | i | -2% | -6% | -1%
COC(=O)c1ccc(NC(=O)c2ccc(N(C)S(C)(=O)=O)cc2)cc1 | i | -4% | -1.2% | -1.3% | 7% | -5% | -0.3% | i | -3% | 3% | 5%
CCOc1cc(C(=O)Nc2c3c(nn2C(C)(C)C)CS(=O)C3)cc(OCC)c1OCC (configuration not stated) | i | 14% | 0.5% | -2.8% | 2% | 9% | 0.5% | i | 2% | 0% | 0%
CCc1ccc(NC(=O)C2CC(=O)N(C(C)C)C2)cc1 (configuration not stated) | i | 8% | . | -0.6% | 1% | -1% | -1.2% | i | 1% | 1% | -6%
O=C(Nc1cnc2ccccc2c1)c1ccncc1 | . | 6% | -1.7% | -2.2% | -4% | -1% | -3.6% | . | 0% | -6% | -7%
C=C(C)c1cccc(C(C)(C)NC(=O)N2CC(C)OC(C)C2)c1 (configuration not stated) | i | 4% | -0.3% | -0.5% | 0% | 6% | 0.9% | i | -5% | -3% | -3%
CCCOc1ccccc1C1CC(=O)Nc2cc3c(cc21)OCO3 (configuration not stated) | i | ? | -0.8% | -4.5% | 5% | 10µM* | -0.3% | i | 6% | 5% | -18%
O=C(Nc1ccc(F)c(Cl)c1)c1ccc2c(=O)n3c(nc2c1)CCCCC3 | i | -29% | -1.5% | 2.0% | -6% | ? | 1.2% | i | 5% | 0% | -3%
COc1ccc(Cn2nnnc2C(c2cc3cc(C)cc(C)c3[nH]c2=O)N2CCOCC2)cc1 (configuration not stated) | 1.4e-07M* | 1% | 0.3%[57.5 µM] | 2.1% | -4% | -13% | -1.0% | 1.1e-07M* | -1% | -2% | -2%

Rewritten as comma-separated lines: 2 of the compounds above
molecule,A350 fluor,15-hLO inh,HBB splice mod,BRCT PPI green,UbGFP stabilizer,CRE-bla Fsk,BRCT PPI red,4MU fluor,GFP derepression,DNA Pol III inh,Hsp90 Hop PPI
O=C(O)c1cccc(OCc2ccccc2Cl)c1,1.9e-08M*,2%,1.7%[1.84 µM],1.3%,5%,-25%,-0.4%,1.7e-08M*,-2%,-2%,-1%
COCCNC(=O)CN(c1ccc(C)cc1)S(=O)(=O)c1ccccc1,i,5%,.,-0.2%,-8%,-4%,0.1%,i,-1%,-3%,0%

Going on with the list.
SMILES | A350 fluor | 15-hLO inh | HBB splice mod | BRCT PPI green | UbGFP stabilizer | CRE-bla Fsk | BRCT PPI red | 4MU fluor | GFP derepression | DNA Pol III inh | Hsp90 Hop PPI
O=C(NCc1ccco1)C(NS(=O)(=O)c1cccc2nsnc12)c1ccccc1 (configuration not stated) | i | 2% | 1.0% | -1.9% | -5% | -6% | 0.1% | i | 13% | -6% | -9%
O=C(NCCN1CCOCC1)c1ccc2c(c1)ncn2C1CCCCC1 | i | 10% | 2.4% | -0.1% | -2% | -25% | -2.1% | i | -3% | -4% | -2%
CC(C)(C)NC(=O)C1N(c2cccnc2)C(=O)C2C(C(=O)Nc3ccccc3F)C3(C)C=CC21O3 (configuration not stated) | i | 1% | . | -0.3% | -4% | ? | 0.5% | i | 1% | -6% | -2%
c1csc(CNc2ncnc3ccc(-c4ccc5c(c4)OCO5)cc23)c1 | ? | ? | -2.0% | 3.8% | -10% | ? | -0.1% | i | 0%[9.22 µM] | -6% | 0%
Clc1ccc(-n2nnnc2-c2ccccc2)cc1Cl | . | -14% | -0.4%[9.22 µM] | -0.7% | 7% | 26% | 0.9% | . | 0% | -2% | 10%
Cn1c(C[C@@H](O)c2nc3ccccc3n2C)nc2ccccc21 | 1.8e-08M* | 11%[11.4 µM] | 0.8%[9.22 µM] | 0.5%[15.4 µM] | 0%[9.17 µM] | 1%[7.6 µM] | -0.5%[15.4 µM] | 1.8e-08M* | 6%[9.22 µM] | -2%[11.4 µM] | -2%[11 µM]
O=C(O)CC(NC(=O)C(c1ccccc1)c1ccccc1)c1ccco1 (configuration not stated) | i | 13% | -0.6% | 1.3% | 4% | -4% | -0.6% | i | 0% | 0% | -4%
CCCOc1ccccc1C1NC(=O)NC(C)=C1C(=O)OCCOCC (configuration not stated) | ? | 0% | -0.7% | 0.1% | 6% | -7% | -0.3% | i | -3% | -11% | -5%
O=C1CCCN1c1ccc(CNS(=O)(=O)c2ccc(F)cc2)cc1 | i | -4% | 0.4% | -1.6% | 1% | -1% | 0.0% | i | 0% | -3% | -1%
COc1cccc(CNc2cccc3cccnc23)c1O | i | 6% | 4.2% | 1.1% | -7% | -8% | -2.4% | i | 0% | 4% | -11%
Cc1c(C)c2cc3c4c(oc3c(C)c2oc1=O)CCCC4 | 2.5e-08M* | -11% | 0.2% | -0.4% | 18% | 18% | 1.1% | 3e-08M* | -1% | -6% | -1%
O=C(COc1ncnc2ccccc12)N1CCN(S(=O)(=O)c2ccc(Cl)cc2)CC1 | i | -2% | -1.0% | -1.2% | 3% | ? | -0.1% | i | -1% | -4% | -1%
Cc1sc(NC(=O)CSc2nnnn2C2CCCC2)c(C#N)c1C | i | -5% | -1.3% | -0.5% | 2% | 6% | 1.3% | i | -2% | -4% | -1%
CC(C)[C@H](NC(=O)NCc1cccs1)C(=O)O | i | 2% | -1.4% | -0.3% | 8% | -9% | -0.8% | i | -3% | -9% | -3%
